All columns: NCI-60 one-dose screen, growth in % after 48 h at 10 µM unless noted; 100 = growth as untreated, 0 = no growth, -100 = all killed.
KM12 – KM12 colon cancer cells | 5% of 82,000 active | AID 1794800
SW-620 – SW-620 colon cancer | AID 1794795 | 5.2% of 82,000 active
HT29 – HT29 colon cancer. AID 1794748. 7.4% of 81,000 active
SNB-19 – SNB-19 CNS cancer cells; 2.5% of 81,000 active; AID 1794751
SNB-75 – SNB-75 CNS cancer. 5% of 79,000 active. AID 1794750
SF-268 – SF-268 CNS cancer cells | 3.1% of 82,000 active | AID 1794759
SF-295 – SF-295 CNS cancer cells; 5.6% of 79,000 active
SF-539 – SF-539 CNS cancer. 6.8% of 81,000 active
HCC-2998 – HCC-2998 colon cancer; 4.7% of 79,000 active; AID 1794799
* marks the source's active call; other numbers are inactive results; x = no result given; & = joins results of further samples; [ ] = remark or other dose. The calls were made as follows: active = growth percent below 10; inactive = the rest.

SMILES	KM12	SW-620	HT29	SNB-19	SNB-75	SF-268	SF-295	SF-539	HCC-2998
CCCCSc1nc(NCCc2c[nH]c3ccccc23)c(C#N)c(-c2ccccc2)n1	7.8*	4.6*	1.2*	x	71	40	48	47	16
Cn1c(=O)c2c(nc(Br)n2CCC(=O)Nc2ccccc2)n(C)c1=O	105	102	104	105	83	107	107	97	104
CCN(CC)c1ccc(-c2cc(-c3cc(OC)c(OC)c(OC)c3)nc(N3CCOCC3)c2C#N)cc1	27	31	2.2*	79	30	40	-55*	36	30
CCCCCCCCOc1ccc(/C=N/Nc2cc(C)nc3ccc(Br)cc23)cc1	57	8.0*	12	76	20	86	79	33	90
COc1ccc(C2CCCCC2)cc1	102	111	127	110	87	104	110	100	113
Cc1csc(N=Nc2ccc(N(C)C)cc2)[n+]1[O-]	103	102	77	100	79	107	105	100	105
CC(C)Cc1ccc(C(C)C(=O)NCc2ccc(Cn3c(=O)sn(-c4ccccc4)c3=O)cc2)cc1 (configuration not stated)	97	92	107	99	100	94	100	103	112
Nc1c(C(=O)Nc2cccc3ncccc23)sc2nc3c(cc12)CN(Cc1ccccc1)CC3	87	84	82	82	84	85	67	89	94
O=C(NNc1nc2cc(F)ccc2n2c(CN3CCOCC3)ccc12)c1ccccc1	12	-1.1*	1.9*	19	46	15	0.5*	4.3*	33
Cc1ccc([N+]2=NOC(=O)C2S(=O)(=O)Nc2nc(-c3ccc(Cl)cc3Cl)cs2)cc1 (configuration not stated)	93	105	98	106	87	103	106	108	100
Nc1ccc(O)c(-c2nn3c(CCC(=O)c4nc5ccccc5[nH]4)nnc3s2)c1	101	99	102	94	83	79	113	103	104
Cc1cc(N)nc(N)n1	104	109	98	101	x	110	125	111	97
Nc1ccc(Cl)c(N)c1	100	101	136	94	70	102	104	107	125
COc1ccc(C(=O)c2sc3nc(-c4cc(OC)ccc4OC)cc(-c4ccccc4)c3c2N)cc1	98	105	76	114	78	91	96	97	97
COc1ccc(Cn2c(=O)[nH]c(=O)n(Cc3ccc(Cl)cc3)c2=O)cc1	107	113	101	103	55	110	96	96	111
NCC(=O)NC(CC(=O)O)C(=O)O (configuration not stated)	107	99	98	x	99	107	101	99	110
O=C1CCCc2nc3ccccc3c(/C=C/c3ccccc3)c21	97	102	91	88	79	88	96	91	113
COc1cccc(N2CCN(c3cccc(C)n3)CC2)c1	110	110	95	113	133	129	83	101	107
N#Cc1cc(-c2nc3ccccc3s2)c(=O)n(NS(=O)(=O)c2ccccc2)c1N	103	100	107	103	73	97	111	100	116
COc1cc2oc(-c3cccc(NC(=O)c4cc(NC(=O)[C@H](C)NC(=O)OC(C)(C)C)ccc4C)c3)cc(=O)c2c(OC)c1OC	71	93	75	65	102	79	65	79	79

A different layout for some results above.
mol: O=C1CCCc2nc3ccccc3c(/C=C/c3ccccc3)c21
- KM12: 97
- SW-620: 102
- HT29: 91
- SNB-19: 88
- SNB-75: 79
- SF-268: 88
- SF-295: 96
- SF-539: 91
- HCC-2998: 113

mol: COc1cccc(N2CCN(c3cccc(C)n3)CC2)c1
- KM12: 110
- SW-620: 110
- HT29: 95
- SNB-19: 113
- SNB-75: 133
- SF-268: 129
- SF-295: 83
- SF-539: 101
- HCC-2998: 107

mol: N#Cc1cc(-c2nc3ccccc3s2)c(=O)n(NS(=O)(=O)c2ccccc2)c1N
- KM12: 103
- SW-620: 100
- HT29: 107
- SNB-19: 103
- SNB-75: 73
- SF-268: 97
- SF-295: 111
- SF-539: 100
- HCC-2998: 116

mol: COc1cc2oc(-c3cccc(NC(=O)c4cc(NC(=O)[C@H](C)NC(=O)OC(C)(C)C)ccc4C)c3)cc(=O)c2c(OC)c1OC
- KM12: 71
- SW-620: 93
- HT29: 75
- SNB-19: 65
- SNB-75: 102
- SF-268: 79
- SF-295: 65
- SF-539: 79
- HCC-2998: 79

Further results follow:
SMILES	KM12	SW-620	HT29	SNB-19	SNB-75	SF-268	SF-295	SF-539	HCC-2998
COc1cc(C2CCN(Cc3ccccc3)CCO2)cc(OC)c1OC (configuration not stated)	99	104	99	103	101	108	100	x	96
COc1cc(C2CC(c3ccc(N)cc3)=NN2c2ccccc2)cc(OC)c1OC (configuration not stated)	78	97	88	83	58	89	86	86	81
N#CN=C(N)c1ccccc1	104	104	95	x	87	107	87	96	103
CCCn1c(=S)sc2c(N3CCN(C)CC3)nc(C)nc21	114	125	97	105	81	95	94	88	101
Cn1cc(-c2cc(N)n3nc(-c4cn(C)c5ncc(Br)cc45)cc3n2)c2cc(Br)cnc21	-3.8*	-69*	-85*	10	x	50	-64*	-83*	-38*
NNC(=O)c1cnccn1	114	110	112	100	96	90	93	95	x
N=C(N)c1ccc(-c2ccc(-c3ccc(Cl)c(Cl)c3)s2)nc1	-75*	-57*	5.2*	12	85	47	0.4*	23	-62*
CCN(CC)Cc1cc(C=C2C(=O)NC(=O)NC2=O)cc(OC)c1O	106	109	x	101	96	97	104	97	114
O=C(O)c1cn(C2CC2)c2cc(N3CCN(Cn4nc(-c5ccc6ccccc6c5)oc4=S)CC3)c(F)cc2c1=O	104	104	107	98	83	99	100	103	108
CCCn1c(=O)c2c(nc(NCCc3ccc(O)c(O)c3)n2C)n(C)c1=O	101	92	101	97	76	98	99	104	91
O=C1Nc2ccccc2S(=O)(=O)N1c1cccnc1Cl	103	109	104	102	114	108	106	98	124
Cc1[nH]c(-c2nc3ccccc3[nH]2)c(C)c1C(=O)n1ccnc1	103	100	107	98	95	104	106	98	112
c1ccc(CCN(CCc2ccccc2)CCN(CCc2ccccc2)CCc2ccccc2)cc1	76	56	31	92	76	85	62	85	58
C/C(=C(/c1ccc(O)cc1)c1ccc(OCCN2CCCCCC2)cc1)c1ccccc1	43	-53*	-8.9*	64	71	71	44	11	35
CC(=O)CC(c1ccccc1)c1c(-c2ccccc2)[nH]c2ccccc12 (configuration not stated)	97	94	93	90	59	83	92	99	97
CCCCCC(=O)Oc1ccc(/C(=C(\C)c2ccc(OC)cc2)c2ccc(OCCN3CCCCC3)cc2)cc1	53	65	8.7*	74	64	71	39	41	67
COc1ccc(-c2nc(S(=O)(=O)c3ccc(C)cc3)c(S(C)(=O)=O)o2)cc1	-19*	-58*	-75*	66	44	-37*	78	-100*	-88*
Cn1c(N)c(N=Nc2ccc(S(=O)(=O)Nc3nccs3)cc2)c(=O)n(C)c1=O	104	99	107	104	94	103	91	98	96
COC(=O)C1([N+](=O)[O-])CC(c2ccc(Cl)cc2)ON(c2ccccc2)C1c1ccc(C)cc1 (configuration not stated)	84	88	69	92	75	95	85	x	94
COc1ccc2c(OCc3nnc4ccc(-c5ccccc5)nn34)ccnc2c1	94[2.5 µM]	109[2.5 µM]	94[2.5 µM]	106[2.5 µM]	94[2.5 µM]	109[2.5 µM]	63[2.5 µM]	95[2.5 µM]	x
CC(=O)OCC(=O)[C@@]1(O)CC[C@H]2[C@@H]3C[C@H](C)C4=CC(=O)C=C[C@]4(C)[C@H]3[C@@H](O)C[C@@]21C	107	108	110	96	116	96	119	87	111
O=C1/C(=C/c2ccccc2)CCc2nc3ccccc3c(/C=C/c3ccc(F)cc3)c21	95	96	90	105	83	93	103	102	110
O=C1NCCN1/N=C/c1c(Cl)nc2sccn12	104	97	105	98	95	55	97	95	111
CC1=CC(=O)/C(=C/N2C(=S)NC(=O)/C2=C/c2cccc([N+](=O)[O-])c2)C(=O)O1	100	101	94	108	83	101	102	103	104
Cc1ccc2c(c1)nc(C)n2-c1ncnc2c1CC(C)c1cc(O)ccc1N2C (configuration not stated)	36	22	37	49	25	44	11	29	78
O=C1/C(=C/c2cccc([N+](=O)[O-])c2)COc2ccc(O)cc21	16	-47*	3.3*	72	79	86	95	71	59
CCOC(=O)c1cc(-c2cccnc2)nc2c(Cl)cc(Cl)cc12	102	103	88	x	104	73	90	80	98
O=C(Oc1c(Cl)c(Cl)c(Cl)c(Cl)c1Cl)c1ccc(Cl)cc1Cl	99	99	91	101	79	93	92	98	114
CC(=O)c1cc2c(cc1C)C(C)(C)CC(C)C2(C)C (configuration not stated)	99	110	99	104	97	100	100	97	117
O=C(Nc1sc2c(c1C(=O)O)CCCC2)c1ccc(F)cc1	102	103	x	99	96	97	109	96	113
CCOC(=O)c1c(NC(=O)c2ccc(C(F)(F)F)cc2)sc2c(CN(C)C)c(O)ccc12	102	100	99	98	93	104	97	97	88
NS(=O)(=O)Oc1ccc(NC(=O)C2CCCCCC2)cc1	101	106	108	101	96	98	99	98	101
O=S(=O)(C/C=C/CS(=O)(=O)c1ccccc1)c1ccccc1	103	104	117	103	84	94	107	108	x
Clc1ccc(NCc2cn(Cc3nc4ccccc4[nH]3)nn2)cc1	85	100	92	93	67	87	98	90	102
COc1ccc(C2CC(c3ccc(Nc4nc(Nc5ccc(F)cc5)nc(Nc5ccc(F)cc5)n4)cc3)=NN2C(C)=O)cc1 (configuration not stated)	95	101	100	85	101	103	81	92	38
CCN(CC)C(=O)c1c(-[n+]2noc(=O)[nH]2)no[n+]1[O-]	105	103	109	100	x	100	104	100	115
Cc1cc(S(=O)(=O)O)ccc1Cl	103	114	111	104	92	115	99	91	96
COc1ccc(NC(=O)/C=C\C(=O)O)cc1OC	106	112	109	110	89	100	90	96	106
CC[C@H](Nc1nc(N)nc(N)c1Cl)c1nc2cccc(NCc3ccc(C(=O)NO)cc3)c2c(=O)n1-c1ccccc1	-38*	20	6.7*	7.8*	-4.0*	4.8*	13	-74*	-14*
Cc1cc2cc3ccc(N(C)C)cc3nc2cc1N	-21*	-38*	-37*	-4.5*	-12*	0.2*	2.7*	-5.0*	x
Cc1cc(O)c(/C=N/C(=S)Nc2ccc(S(N)(=O)=O)cc2)c(=O)o1	99	105	103	105	90	102	99	95	100
N#CCCOCNC(=O)NCOCCC#N	107	107	x	104	96	116	112	101	88
CCOCC(O)c1ccccc1 (configuration not stated)	109	100	100	102	88	104	113	104	102
CC(C(=O)O)n1c(O)c(C=Nc2cccnc2)sc1=S (configuration not stated)	99	102	111	91	80	88	101	98	111
O=C(NN=C1CCCCCC1)c1ccc(NC(=O)c2ccccn2)cc1	66	66	91	96	91	86	94	90	91
O=C(C[n+]1ccc(-c2ccncc2)cc1)c1ccc(O)c(O)c1	107	99	108	99	99	100	109	103	109
CC(=O)SC1CC(=O)C=C2CCC3C4CCC(=O)OC4(C)CCC3C21C (configuration not stated)	104	103	101	x	84	105	x	95	99
O=C1Nc2ccc3c(c2/C1=C\c1cc2c(cc1Br)OCO2)OCO3	-6.9*	7.6*	x	42	-38*	34	11	-36*	44
COC(=O)c1c(C)c(C)cc(C)c1C	105	103	107	98	97	103	97	114	102
NC(N)=Nc1ccc(Oc2ccnc(Nc3ccc(Cl)c(C(F)(F)F)c3)n2)cc1	74	90	81	49	91	53	89	80	60
(cont.)
SMILES	KM12	SW-620	HT29	SNB-19	SNB-75	SF-268	SF-295	SF-539	HCC-2998
Cn1cc(C2=C(c3coc4ccc(F)cc34)C(=O)NC2=O)c2ccccc21	72	83	75	96	40	80	95	95	104
CCCCCCc1cn(C(C)c2ccc(OC)c(OC3CCCC3)c2)nn1 (configuration not stated)	90	109	91	85	89	87	73	97	89
CC1(c2ccc[n+](Cc3ccccc3)c2)OCCO1	101	105	99	112	x	100	102	98	103
CCN(CC)C(=O)c1ccccc1-c1ccccc1C(=O)O	100	107	99	107	83	99	94	95	100
c1ccc(-c2ccc(-c3nnc(-c4ccccc4)o3)cc2)cc1	112	107	97	102	110	104	100	99	111
O=C(O)c1cc(N=Nc2ccc(-c3ccc(N=Nc4ccc(O)c(N=Nc5ccc(S(=O)(=O)O)c6ccccc56)c4O)cc3)cc2)ccc1O	99	97	95	107	87	97	99	104	95
COc1ccc(CC(=O)O)cc1OC	102&104	103&108	108&102	109&105	90	101&105	95&102	95&103	104&109
COc1ccc(/C=C/C(=O)CCC(=O)O)cc1OC	103	105	101	111	91	107	104	101	125
O=c1oc(C(F)(F)F)nc2ccc(Cl)cc12	109	102	109	102	96	101	112	104	106
COc1cc(O)c2c(c1O)C(=O)c1cc(C)ncc1C2=O	105	100	112	101	113	114	102	97	131

2 successive compounds already listed:
SMILES	KM12	SW-620	HT29	SNB-19	SNB-75	SF-268	SF-295	SF-539	HCC-2998
O=c1oc(C(F)(F)F)nc2ccc(Cl)cc12	109	102	109	102	96	101	112	104	106
COc1cc(O)c2c(c1O)C(=O)c1cc(C)ncc1C2=O	105	100	112	101	113	114	102	97	131

Carrying on:
SMILES	KM12	SW-620	HT29	SNB-19	SNB-75	SF-268	SF-295	SF-539	HCC-2998
COc1cc2nc(Nc3cccc(C(=O)O)c3)nc(N)c2cc1OC	108	96	103	102	95	95	96	97	135
COc1ccc(Nc2n[nH]c(Cc3ccccc3)n2)cc1	99	102	101	104	93	99	100	94	99
COc1ccc(/C=C(\C#N)n2nnc3cc(F)c(F)cc32)c(OC)c1OC	68	62	64	83	82	83	105	92	114
O=S(=O)(NCCCNc1nccc(-c2c(-c3cccc(F)c3)nc3sccn23)n1)c1cccc(F)c1	30	77	31	77	89	56	51	86	99
COc1ccc(NC(=O)Nc2ccc(OCc3ccc(F)cc3)cc2)cc1	93	74	92	47	64	61	102	0.9*	91
O=C(/C=C/c1coc(-c2ccccc2)n1)c1ccc(F)cc1	88	91	74	79	89	99	83	77	101
CCN1C2=C(SC(=S)C1=C1SC(C(=O)c3ccccc3)=C(C(=O)c3ccccc3)S1)SC(=Nc1ccccc1)C2=O	76	10	90	81	67	65	101	71	104
COc1cc2c(cc1OC)C(Sc1ccc(Cl)cc1)c1c(nc(N)c(C#N)c1N)O2 (configuration not stated)	-28*	-63*	-62*	22	-17*	36	44	-22*	-48*

Source: PubChem BioAssay
